MITF primary = blocks human microphthalmia-associated transcription factor; AlphaScreen MITF homodimerization, bead proximity signal; inhibition, % at 2.6 µM; 650,000 compounds, 0.91% hits; in the data active = inhibition above about 50%;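 note: 0% = vehicle wells with protein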
Target sequence (O75030 whole entry, looked up): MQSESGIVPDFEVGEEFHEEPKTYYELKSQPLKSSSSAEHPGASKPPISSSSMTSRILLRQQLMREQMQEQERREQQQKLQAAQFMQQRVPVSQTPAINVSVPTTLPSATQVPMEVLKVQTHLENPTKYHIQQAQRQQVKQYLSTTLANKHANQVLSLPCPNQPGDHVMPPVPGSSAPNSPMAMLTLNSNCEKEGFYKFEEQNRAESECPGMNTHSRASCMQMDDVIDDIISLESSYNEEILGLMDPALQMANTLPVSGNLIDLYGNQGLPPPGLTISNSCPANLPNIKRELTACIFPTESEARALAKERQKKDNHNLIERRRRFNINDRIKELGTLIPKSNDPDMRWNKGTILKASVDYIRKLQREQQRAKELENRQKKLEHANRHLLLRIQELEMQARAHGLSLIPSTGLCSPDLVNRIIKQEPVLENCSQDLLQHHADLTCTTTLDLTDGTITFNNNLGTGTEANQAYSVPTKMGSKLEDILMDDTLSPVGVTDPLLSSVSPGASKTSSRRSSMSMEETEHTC
GPR151 ag = activators of human GPR151; Q8TDV0; PathHunter beta-arrestin GPR151 cells, luminescence; 650,000 compounds, 1% hits; AID 1508602; activation, % at 11.2 µM; in the data active = activation above about 4.9%;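 note: 0% = median of compound wells and 100% = cells with positive control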
Target sequence (Q8TDV0 whole entry, looked up): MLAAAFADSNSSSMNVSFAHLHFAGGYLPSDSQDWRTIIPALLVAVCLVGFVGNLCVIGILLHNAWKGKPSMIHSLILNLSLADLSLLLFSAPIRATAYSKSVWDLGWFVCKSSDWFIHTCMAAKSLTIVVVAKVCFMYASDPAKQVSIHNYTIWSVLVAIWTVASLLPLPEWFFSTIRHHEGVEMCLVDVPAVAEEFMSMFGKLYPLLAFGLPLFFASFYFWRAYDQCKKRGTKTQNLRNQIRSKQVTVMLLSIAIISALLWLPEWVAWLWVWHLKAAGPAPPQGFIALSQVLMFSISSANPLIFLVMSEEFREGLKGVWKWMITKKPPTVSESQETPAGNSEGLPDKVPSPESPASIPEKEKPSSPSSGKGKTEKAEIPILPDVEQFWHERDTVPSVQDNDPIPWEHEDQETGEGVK
TEAD-YAP block = TEAD-YAP interaction inhibition | inhibition, % at 9.12 µM | HEK-TIYL cells, TEAD-Gal4/YAP UAS-luciferase luminescence | 640,000 compounds, 1.4% hits; in the data active = inhibition above about 32%;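 note: 0% = median of test compound wells and 100% = reference inhibitor wells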
FBW7 act = activators of human E3 ligase FBW7. Q969H0. AlphaScreen FBW7–phospho-cyclin E peptide binding, activator screen. normalized activity (activation), % at 26.1 µM. 650,000 compounds, 0.13% hits; in the data active = normalized activity above about 1.9%;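 note: purified mutant Fbw7 with reduced substrate affinity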
An asterisk follows results filed as active; & = joins results of further samples.

SMILES	MITF primary	GPR151 ag	TEAD-YAP block	FBW7 act
Cc1ccc(OCC(=O)Nc2c3c(nn2C(C)(C)C)CSC3)cc1	-23	0.1	3	0.0
CCOC(=O)N1CCN(/C=C2\Oc3c(ccc(O)c3C)C2=O)CC1	18	-0.7	6	0.5
COc1cccc(CN2CCN(Cc3nc4c(s3)CCCC4)CC2CCO)c1 (stereo not drawn)	-11	0.0	1	-0.2
O=[N+]([O-])c1cc([N+](=O)[O-])c2c(OCc3ccccc3)nsc2c1	19	-0.8	9	-0.4
COc1cccc2sc(Nc3nc(-c4ccncc4)cs3)nc12	11	-0.2	45*	1.7
O=C1CCCN1CCCNc1nc(Nc2nccc3ccccc23)nc2c1ncn2-c1ccsc1	-1	1.5	59*	0.0
Cc1cc(NC(=O)c2cc3ccccc3o2)nc2c1c(=O)oc1ccccc12	2	0.1	7	0.2
COc1ccc(C(=O)CCC(=O)Nc2ccc(OC)c(Cl)c2)cc1	-5	0.2	2	-0.3
CC(=O)N1CC2c3ccccc3CCN2C1c1ccccc1 (stereo not drawn)	-4	-0.6	-9	0.1
CCC(C)(C)NC(=O)Cc1ccc(C)cc1	18	-0.1	-14	0.2
CN(Cc1ccccc1)c1ccc(S(N)(=O)=O)cc1[N+](=O)[O-]	-10	1.5	0	-0.2
Cn1c(=O)c2[nH]c(N3CCC(Cc4ccccc4)CC3)nc2n(C)c1=O	21	0.4	12	0.0
CCN(CC)c1ccc(NC(=O)c2ccc3c(c2)C(=O)N(c2ccccn2)C3=O)c(C)c1	-5	1.0	0	-0.1
O=C(Nc1cc([N+](=O)[O-])ccc1Cl)c1cc(-c2ccc(Cl)c(Cl)c2)nc2ccccc12	-1	2.2	6	-0.1
Cc1sc2nc3ccc(N4CCCC4)nn3c(=O)c2c1C	-18	0.4	-19	0.1
O=C(NC1CCCCC1)c1cc(C2CC2)on1	-4	-2.9	-51	0.1
COC(=O)C(C)Oc1ccc2cc(-c3ccc(OC)c(OC)c3)c(=O)oc2c1 (stereo not drawn)	-13	-7.6	-8	0.8
CN(C)C(=O)c1cc(CNCc2cn(C)c3ccccc23)cc(NC(=O)c2ccccn2)c1	0	0.1	2	-0.1
O=C(COc1ccc([N+](=O)[O-])cc1)Nc1cccc2nsnc12	5	0.3	-5	0.1
COc1ccc(NS(=O)(=O)c2ccc(NS(=O)(=O)c3ccc(OC)cc3)cc2)cc1	7	-0.6	12	0.2
COc1cc2nc(Nc3ccc(N4CCOCC4)cc3)nc(Nc3ccccc3)c2cc1OC	8	2.2	6	-0.2
CCOC(=O)N1CCN(c2c(NCc3ccccc3Cl)c(=O)c2=O)CC1	14	-0.6	23	0.2
CC(=O)c1c(C)[nH]c(C(=O)COC(=O)CNC(=O)c2cccc(OC(F)F)c2)c1C	5	1.8	-1	0.0
O=C(NCc1noc2ccccc12)N1CCN(c2ccccn2)CC1	12	-1.4	1	0.1
COc1cc(OC)cc(C(=O)NNC(=O)COc2cc(C)c(Cl)c(C)c2)c1	1	-0.4	4	0.0
COc1ccc2c(c1[N+](=O)[O-])CCC/C2=N\OC(=O)c1ccccc1	18	3.3	2	-0.1
CCOC(=O)C1=C(N)Oc2cc(O)ccc2C1c1ccccc1 (stereo not drawn)	-11	0.1	3	0.0
CC(=O)Nc1ccccc1Sc1ncnc2sc3c(c12)CCCC3	2	-0.4	20	-0.1
Cc1ccc(NC(=O)c2cnc3ccccn3c2=O)cc1F	6	-1.3	-15	0.4
Cn1cc(CNC2CCN(c3ccc(CC(=O)N4CCCC4)cc3)CC2)cn1	2	1.3	2	0.0
Cc1cc(/C=C/c2ccc3cc(N(C)C)ccc3[n+]2C)c(C)n1-c1ccccc1	8&10	0.0&-2.8	5	-0.1&-0.4
CCc1ccc(OCCCC(=O)NCCOC)cc1	21	2.0	1	0.3
O=C(NCCO)/C(=C/c1cccc([N+](=O)[O-])c1)NC(=O)c1ccc(Br)o1	2	-0.7	7	0.1
COC(=O)c1sc(=S)n(-c2cccc([N+](=O)[O-])c2)c1N	14	-1.2	2	0.2
CC1CC(C)CN(C(=O)C2CCCN(S(C)(=O)=O)C2)C1 (stereo not drawn)	0	0.6	-6	-0.1
O=C(c1ccc(F)cc1)C1CCN(C(=S)NCc2ccco2)CC1	-10	0.2	-4	-0.2
COc1cc(NS(=O)(=O)c2ccc3c(c2)NC(=O)CC(=O)N3)cc(OC)c1OC	7	-0.3	7	0.4
CCOc1ccc(NC(=O)CSc2nc3ccsc3c(=O)n2CCC(C)C)cc1	1	1.3	14	0.1
CCn1c(=O)c2c(nc3n2C=C(C)C3CCCOC)n(C)c1=O (stereo not drawn)	1	0.3	2	0.0
Cc1ccc(S(=O)(=O)N(CC(=O)N2CCOCC2)c2ccc(Cl)cc2C)cc1	11	-1.1	1	0.0
Cc1cccc(OCC2=NN3C(=N)/C(=C\c4ccc(C)o4)C(=O)N=C3S2)c1	-13	0.5	12	0.0
N#CCC(=O)Nc1ncc(Cc2ccc(Cl)cc2Cl)s1	13	0.9	17	0.0
O=C(NC1CCN(Cc2ccccc2)CC1)c1ccnc(NC2CCN(Cc3ccccc3)CC2)c1	14	-1.7	-2	0.3
O=C(CCC(=O)NC1CCCCC1)N/N=C/c1c(O)ccc2ccccc12	-3	-0.1	-4	0.0
O=C(CCN1C(=O)C2C3C=CC(CC3)C2C1=O)Nc1ccc(OC(F)(F)F)cc1 (stereo not drawn)	-25	0.9	8	0.1
O=C(Cn1c(=O)oc2ccccc21)N1CCC2(CC1)OCCO2	-2	-0.1	-4	0.0
O=C1OC(c2cccc(Br)c2)=N/C1=C\c1ccccc1Br	-6	0.2	-2	0.0
CCOc1ccc(NC(=O)c2ccccc2NS(C)(=O)=O)cc1	3	-0.4	-20	-0.1
Cc1cc(NC(=O)c2cccs2)cc(C)c1OCC(=O)N1CCOCC1	-11	5.2*	-16	0.0
C=CC[C@@H]1CC=C[C@@H](C)N1C(=O)CCc1nnc(CCc2c[nH]c3ccccc23)o1	0	-0.1	6	-0.1
Cc1cc(Cl)ccc1NC(=O)CN1C(=O)c2cccc([N+](=O)[O-])c2C1=O	-16	1.3	16	0.0
CC1=CCC2C(=O)N(C(C)c3ccccc3)C(=O)C2C1 (stereo not drawn)	-7	7.5*	1	0.0
O=C1CCCCC1Cc1c(O)ccc2ccccc12 (stereo not drawn)	-7	0.8	-9	-0.1
CON=C1CCN(c2c(C)cccc2NC(=O)c2ccc(Br)o2)CC1	-6	0.0	-5	0.0
CCCc1[nH]nc2c1C(c1ccc(OC(=O)N3CCOCC3)c(OCC)c1)C(C#N)=C(N)O2 (stereo not drawn)	12	0.4	-1	0.0
CCC(C)NC(=O)CN(c1cccc(Cl)c1Cl)S(=O)(=O)c1ccccc1 (stereo not drawn)	15	0.4	-2	0.8
N#C/C(=C\c1ccccc1Cl)C(=O)Nc1ccc([N+](=O)[O-])cc1	6	0.0	9	0.2
O=C1CC(=O)Nc2cc(S(=O)(=O)NCc3ccc(F)cc3)ccc2N1	12	-0.8	3	0.3
CC1=C(C(=O)OCc2ccccc2)C(c2ccccc2F)C2=C(CC(c3ccccc3)CC2=O)N1 (stereo not drawn)	-12	0.1	6	0.6
Cc1ccc(OCCNC(=O)/C=C/c2ccccc2)cc1	-6	0.4	5	0.0
More compounds.
SMILES	MITF primary	GPR151 ag	TEAD-YAP block	FBW7 act
COCCCN=Cc1c(-c2ccccc2)[nH]n(-c2ccc([N+](=O)[O-])cc2)c1=O	14	-1.2	11	1.0
Cc1ccccc1N=C1NC(=O)C(CO)(CO)S1	7	1.6	8	0.1
C=CCn1c(=NC(=O)c2ccc([N+](=O)[O-])s2)sc2cc(S(N)(=O)=O)ccc21	11	-0.6	7	0.1
COc1ccc(CNC(=O)c2cc(OC)c(OC)c(OC)c2)cc1	14	-1.2	1	-0.2
CCc1ccc(Nc2c(C(=O)N3CCOCC3)cnc3ccccc23)cc1	-7	0.4	10	0.0
CCCn1cnc2sc(C(=O)Oc3ccc(OC)cc3)c(C)c2c1=O	-4	0.1	3	-0.1
O=C(Nc1cccc(C(F)(F)F)c1)c1ccc(NC(=O)c2ccc(Cl)cc2Cl)cc1	-3	0.6	4	0.1
COc1ccc(NC2=C(OC(=O)c3ccccn3)C(=O)N(c3ccc(C)cc3)C2=O)cc1	7	-0.2	-8	0.1
O=c1cc(CSc2nc3ccccc3c3nc4ccccc4n23)nc2ccc(Cl)cn12	-3	0.1	2	-0.1
CN1CCN(C(=S)NC(CC(=O)c2ccccc2)c2ccccc2)CC1 (stereo not drawn)	8	0.6	5	0.0
Cc1ccc(-c2cc(C(=O)NN)[nH]n2)c(C)c1	3	-1.6	43*	-0.1
COCCNC(=O)c1cc(-c2ccccc2)nc2ccccc12	3	-0.4	9	-0.1
CC(=O)N(c1ccc(F)cc1)C1C=CS(=O)(=O)C1 (stereo not drawn)	-2	2.2	-4	-0.1
Cc1cc(C)n(C(=O)c2cc([N+](=O)[O-])cc([N+](=O)[O-])c2)n1	-96	-0.8	8	-0.1
COCCNC(=O)c1ccc(SC)c([N+](=O)[O-])c1	0	0.6	4	0.3
CC(=O)C(C)Sc1nc2c(c(=O)[nH]c(=O)n2C)n1Cc1cccc(C)c1 (stereo not drawn)	5	-1.7	-35	0.1
COc1cccc(NC(=O)CSc2nc(NC3CCCCC3)c3ccccc3n2)c1	14	0.7	44*	0.2
Cc1c(C(=O)N2CC(C)CC(C)C2)sc2ncn(Cc3cccc(F)c3)c(=O)c12 (stereo not drawn)	-7	0.2	7	-0.3
Cc1sc(NC(=O)c2ccccc2)c(C(N)=O)c1C	-14	-1.3	-29	0.0
COc1cc(/C=C2\NC(=S)NC2=O)c([N+](=O)[O-])cc1OC	6	-1.5	-6	-0.6
Cc1ccc(CS(=O)(=O)CCC(=O)NC2CCCC2)cc1	6	-0.3	-1	0.1
O=C1NC(=O)N(C2CCCCC2)C(=O)/C1=C\c1ccc(F)cc1	19	-1.2	6	0.2
COc1ccc(C2C=C(c3ccc(C)c(C)c3)Nc3nnnn32)c(OC)c1OC (stereo not drawn)	-1	2.3	-16	-0.1
O=S(=O)(c1ccc2c(c1)OCCO2)N1CCN(c2cc(N3CCCC3)ncn2)CC1	80*	3.1	-13	-0.2
COc1ccc(N2C(=O)CSC2c2cccc(F)c2)cc1Cl (stereo not drawn)	12	0.6	-5	0.1
O=C(c1cccnc1)N1CCN(C(=O)c2ccco2)CC1	-1	-1.3	-6	0.6
OC1(c2nnc(-c3ccccc3)o2)c2ccccc2-c2ccccc21	-4	0.5	3	0.1
Fc1cccc(C2CC(c3cccc(Br)c3)Nc3ncnn32)c1 (stereo not drawn)	-5	0.8	3	0.1
Nc1nc(Nc2ccccc2)cc(Nc2ccc(-n3ccnc3)cc2)n1	8	0.9	6	-0.1
CC(=O)CC(=S)Nc1ccc(Cl)cc1	-3	0.1	12	-0.1
Cc1cc([N+](=O)[O-])nn1CC(=O)Nc1cccc(F)c1C#N	6	0.5	36*	0.3
O=S(=O)(NCC1(c2cccs2)CC1)c1ccc(Br)cc1	-14	1.8	-9	0.0
COc1ccc(C(C)NC(=O)C(=O)N/N=C/c2ccc(O)c(OC)c2)cc1 (stereo not drawn)	3	0.9	10	-0.1
CS(=O)(=O)Nc1ccccc1C(=O)NC1CCCC1	15	2.7	5	0.0
CCc1cc2c(cc3c(=O)n(CC(=O)NCc4cccc(Br)c4)ncn32)s1	-18	-0.2	-13	0.1
O=C(NN1C(=O)c2cccc3cccc(c23)C1=O)c1ccccc1-n1cnnn1	-2	3.7	-1	-0.1
CC(=O)C1=C(O)C(=O)N(c2ccc(Br)cn2)C1c1ccc([N+](=O)[O-])cc1 (stereo not drawn)	9	0.5	10	0.0
C=CCSc1nnc2c3ccccc3n(C)c2n1	-2	-0.6	-24	0.1
Cc1cccc(OCc2nc3ccc(-c4cn[nH]c4)cc3s2)c1	8	2.1	16	0.1
O=C(NCCc1ccccc1)c1cccc2nccnc12	-11	1.0	-17	-0.1

15 consecutive compounds from above, quoted:
SMILES	MITF primary	GPR151 ag	TEAD-YAP block	FBW7 act
Cc1ccc(CS(=O)(=O)CCC(=O)NC2CCCC2)cc1	6	-0.3	-1	0.1
O=C1NC(=O)N(C2CCCCC2)C(=O)/C1=C\c1ccc(F)cc1	19	-1.2	6	0.2
COc1ccc(C2C=C(c3ccc(C)c(C)c3)Nc3nnnn32)c(OC)c1OC (stereo not drawn)	-1	2.3	-16	-0.1
O=S(=O)(c1ccc2c(c1)OCCO2)N1CCN(c2cc(N3CCCC3)ncn2)CC1	80*	3.1	-13	-0.2
COc1ccc(N2C(=O)CSC2c2cccc(F)c2)cc1Cl (stereo not drawn)	12	0.6	-5	0.1
O=C(c1cccnc1)N1CCN(C(=O)c2ccco2)CC1	-1	-1.3	-6	0.6
OC1(c2nnc(-c3ccccc3)o2)c2ccccc2-c2ccccc21	-4	0.5	3	0.1
Fc1cccc(C2CC(c3cccc(Br)c3)Nc3ncnn32)c1 (stereo not drawn)	-5	0.8	3	0.1
Nc1nc(Nc2ccccc2)cc(Nc2ccc(-n3ccnc3)cc2)n1	8	0.9	6	-0.1
CC(=O)CC(=S)Nc1ccc(Cl)cc1	-3	0.1	12	-0.1
Cc1cc([N+](=O)[O-])nn1CC(=O)Nc1cccc(F)c1C#N	6	0.5	36*	0.3
O=S(=O)(NCC1(c2cccs2)CC1)c1ccc(Br)cc1	-14	1.8	-9	0.0
COc1ccc(C(C)NC(=O)C(=O)N/N=C/c2ccc(O)c(OC)c2)cc1 (stereo not drawn)	3	0.9	10	-0.1
CS(=O)(=O)Nc1ccccc1C(=O)NC1CCCC1	15	2.7	5	0.0
CCc1cc2c(cc3c(=O)n(CC(=O)NCc4cccc(Br)c4)ncn32)s1	-18	-0.2	-13	0.1
